KCNH2 3.1 block: blocks the human KCNH2 3.1 channel isoform; activity change, % (tested at about 1.8 µM); 340,000 compounds, 0.95% hits; AID 720553; U2OS KCNH2 3.1, thallium flux FluxOr; hits give low values;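 active = maximum activity change below -70%; inconclusive = maximum activity change from -70% to -50%; inactive = maximum activity change above -50%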;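 note: thallium influx rate constant from kinetic fluorescence after stimulation buffer; % is set by controls: 0 for no effect and ±100 for the full control effect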
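Measured as rate of thallium-driven FluxOr signal in transduced U2OS cells carrying the 3.1 channel, read kinetically for 2 min upon stimulation; values are rate constants scaled to DMSO control wells.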
TRPV1 ag: human TRPV1 agonism. TRPV1-expressing cells, Fluo-8 calcium influx, agonist mode. activation, % at 8.33 µM. 320,000 compounds, 0.19% hits. Q8NER1; in the data active = activation above about 80%; inconclusive = between about 30% and that limit; note: 0% is about no effect
Target sequence (Q8NER1 whole entry, looked up): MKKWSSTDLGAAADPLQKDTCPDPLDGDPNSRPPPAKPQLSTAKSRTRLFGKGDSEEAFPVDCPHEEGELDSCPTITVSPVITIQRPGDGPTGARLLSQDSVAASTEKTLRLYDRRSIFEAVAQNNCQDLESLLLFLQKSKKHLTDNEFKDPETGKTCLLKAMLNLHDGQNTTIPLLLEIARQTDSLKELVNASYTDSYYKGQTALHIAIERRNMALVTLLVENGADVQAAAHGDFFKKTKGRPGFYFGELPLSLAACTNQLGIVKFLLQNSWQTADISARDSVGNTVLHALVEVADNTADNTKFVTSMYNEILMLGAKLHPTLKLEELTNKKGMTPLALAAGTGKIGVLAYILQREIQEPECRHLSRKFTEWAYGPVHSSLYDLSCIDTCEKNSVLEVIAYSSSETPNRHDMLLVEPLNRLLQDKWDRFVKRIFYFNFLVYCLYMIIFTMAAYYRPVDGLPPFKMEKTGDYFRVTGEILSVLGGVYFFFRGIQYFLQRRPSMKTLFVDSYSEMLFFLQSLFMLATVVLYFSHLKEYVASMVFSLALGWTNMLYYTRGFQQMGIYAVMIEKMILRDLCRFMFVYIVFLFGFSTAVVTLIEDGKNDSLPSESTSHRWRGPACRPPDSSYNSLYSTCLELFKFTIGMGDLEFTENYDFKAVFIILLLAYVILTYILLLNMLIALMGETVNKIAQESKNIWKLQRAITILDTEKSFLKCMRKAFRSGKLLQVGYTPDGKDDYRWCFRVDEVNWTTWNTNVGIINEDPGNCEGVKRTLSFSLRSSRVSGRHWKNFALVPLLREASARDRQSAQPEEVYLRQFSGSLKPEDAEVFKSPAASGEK
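Cells expressing TRPV1 were dye-loaded with Fluo-8 and read kinetically: 10 s baseline, 3 min after compound (agonist portion), then 2 min after EC20 capsaicin (allosteric enhancer portion). Calcium-bound dye fluorescence at 480/520 nm.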
KCNH2 WT inh: blocks the wildtype human KCNH2 potassium channel; U2OS, BacMam KCNH2, thallium flux FluxOr; hits give low values; activity change, % at 1.84 µM; 340,000 compounds, 0.37% hits; AID 720551;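 active = maximum activity change below -70%; inconclusive = maximum activity change between -70% and -50%; inactive = maximum activity change above -50%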; note: % is set by controls: 0 for no effect and ±100 for the full control effect
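U2OS cells were transduced with wild-type KCNH2 virus (2.03 x 10^8 / mL) for 4 h at room temperature, then cultured overnight at 37 C. Thallium flux was read with FluxOr dye. Rate constants were normalized to DMSO controls.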
MBNL1 CUG block: inhibitors of human MBNL1 binding to CUG repeat RNA | TR-FRET MBNL1-His/biotin-(CUG)12 binding, 665/545 ratio | Potency, µM (top dose mostly 57.5 µM), inactives show top-dose activity change, negative = inhibition, usual class: inhibitors | 280,000 compounds, 0.036% hits; active = well fitted inhibition curve with a large enough effect in the signal ratio, with a control signal flat, not every such curve was filed as active; inconclusive = small, poorly fitted or top-dose-only effect, or effect the other way, or a change in a side signal; inactive = no such curve, though single readings can be large or run the other way; the % refers to the signal ratio; note: potency is the fitted concentration of half-maximal effect; % is set by controls: 0 for no effect and ±100 for the full control effect
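Compounds (final 92 nM to 58 uM) are added to His-tagged MBNL1 and biotin-(CUG)12, then terbium anti-His antibody and streptavidin-XL665 (5 nM final). After 60 min at room temperature, the 665/545 nm ratio is read.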
Integrin act MD: activators of alpha7 integrin expression for muscular dystrophy. Potency, µM (titrated, usually from 38.3 µM), inactives show at the top dose activation, most hits filed as activators. AID 624291. 350,000 compounds, 0.064% hits. alpha7betagal myoblasts, beta-gal FDG fluorescence, 48 h;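 note: potency is the fitted concentration of half-maximal effect; 100% = response of the positive control SU9516; nearly all actives have a fitted effect of over 60% in size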
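Alpha7betagal+/- myoblasts (passage 13) were plated 16-24 hr, then exposed to compounds (1:260 dilution of DMSO stock) for 48 hours at 37C. After MPER lysis, β-galactosidase reporter activity was read as FDG fluorescence (ex 480/em 540) after 30 minutes.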
FBPA coupling cs: coupling enzyme interference in Giardia aldolase counter-screen; coupling enzyme system counterscreen, AmpLite Red fluorescence; activity change, negative = inhibition, % at 58.2 µM, hits read low; 290,000 compounds, 0.67% hits; AID 2472; in the data active = activity change below about -30%; note: % is set by controls: 0 for no effect and ±100 for the full control effect
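Activity here indicates interference with the coupling reaction, not aldolase inhibition. Compounds at 57.5 uM final met coupling enzymes for 10 min at RT; substrate and AmpLite Red detection followed, with a 525/598 nm fluorescence read after 20 min.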
S-ASM inh: blocks human secretory acid sphingomyelinase; 340,000 compounds, 0.006% hits; Potency, µM (doses to about 57.5 µM), without a hit: at the top dose activity change, negative = inhibition, hits mostly inhibitors; placental ASM, HMU-PC fluorogenic substrate, 60 min; P17405; note: potency is the fitted concentration of half-maximal effect
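HMU-PC0 cleavage (9 uM final) by human placental ASM, 60 min at 37 °C following 10 min compound exposure at RT; stopped at pH 10, fluorescence Ex 386/Em 447 nm.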
GALK inhibitor: inhibitors of human galactokinase; P51570; Potency, µM (doses to about 57.5 µM), for the others: at the top dose activity change, negative = inhibition, usual class: inhibitors; 270,000 compounds, 0.007% hits; Purified GALK, Kinase-Glo residual ATP luminescence; note: potency is the fitted concentration of half-maximal effect; % is set by controls: 0 for no effect and ±100 for the full control effect
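Luminescence from leftover ATP (Ultra-Glo luciferase/luciferin) served as read-out after a 1 h room-temperature reaction of 5 nM GALK with 35 uM ATP and 100 uM galactose.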
A-T KAP1 phos: candidate therapy for ataxia-telangiectasia; […] A-T fibroblasts, KAP-1 phosphorylation AlphaLISA; neocarzinostatin DNA damage 30 min before lysis; Potency, µM (titrated, usually from 57.5 µM), inactives show at the top dose activation, usual class: activators; 320,000 compounds, 0.19% hits; note: potency is the fitted concentration of half-maximal effect; % of control where 0% means no effect; nearly all actives have a fitted effect of over 45% in size
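hTERT-immortalized A-T patient fibroblasts ([…]), 500 cells/well in OPTI-MEM, 1% FBS, got compounds for 60 min, then NCS for 30 min at 37C. Lysates were then assayed for phospho-KAP-1 by AlphaLISA (anti-pKAP1 donor, anti-KAP1 acceptor beads), 6 hr at 25C.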
MLL CXXC-DNA inh: inhibitors of human MLL CXXC domain-DNA interaction | Q03164 | MLL-CXXC / FITC-HOXA9 DNA fluorescence polarization | Potency, µM (series often up to 115 µM), for inactives: at the top dose activity change, negative = inhibition, hits mostly inhibitors | 290,000 compounds, 0.037% hits | AID 2662; active = well fitted inhibition curve with a large enough effect in the polarisation, with a control signal flat, not every such curve was filed as active; inconclusive = small, poorly fitted or top-dose-only effect, or effect the other way, or a change in a side signal; inactive = no such curve, though single readings can be large or run the other way; the % refers to the polarisation; note: potency is the fitted concentration of half-maximal effect
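Purified MLL-CXXC (added from a 7 uM solution) was preincubated 5 min at ambient with pinned compounds in 50 mM Tris-HCl pH 7.5, 50 mM NaCl, 1 mM DTT, 0.05% BSA. Fluorescein-labeled HOX-A9 DNA (50 nM solution) followed, 30 min, then polarization read.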
Starred values were filed as active, the others as inactive; u = inconclusive; x = not tested or not shown; [ ] = dose if it differs, or a comment. Unless noted, calls come from the whole dose curve; as a rule, active = well fitted curve in the direction sought with a large enough effect; inconclusive = small, poorly fitted or top-dose-only effect, or another doubt; inactive = no such curve, though single readings can be large; an effect the other way counts as inactive or inconclusive.

SMILES	KCNH2 3.1 block	TRPV1 ag	KCNH2 WT inh	MBNL1 CUG block	Integrin act MD	FBPA coupling cs	S-ASM inh	GALK inhibitor	A-T KAP1 phos	MLL CXXC-DNA inh
CCOC(=O)C1CCCN(C(=O)c2ccc3nc(-c4ccc(OC)c(OC)c4)c(-c4ccc(OC)c(OC)c4)nc3c2)C1 (stereo not given)	4	2	1	u	11%	x	44%[activator]	-2%	4%	20%
C[C@@H]1CN([C@H](C)CO)C(=O)c2cc(NC(=O)Nc3ccc4c(c3)OCO4)ccc2O[C@H]1CN(C)Cc1ccncc1	-20	x	1	x	6%	x	-4%	x	0%	x
C/C(CCc1ccco1)=N\NC(=O)CNc1cccc2ccccc12	21	0	x	6%	-58%[inhibitor]	-55*	16%	-2%	-8%	-2%
CC1=NN(C(=O)c2ccc(Cn3cc(Br)c([N+](=O)[O-])n3)o2)C(O)(C(F)(F)F)C1 (stereo not given)	3	2	-28	9%[11.5 µM]	19%	0	2%	x	0%	5%
O=C(NCCc1c[nH]c2ccccc12)C(=O)NCC1OCCCN1S(=O)(=O)c1ccc(F)cc1 (stereo not given)	-9	-5	0	-5%	-21%	0	-4%	0%	10%	-3%
COc1cc2c(cc1OC)C1=CC(=O)C(=O)N1C(C)(C)C2	5	3	-8	u	-16%	-20	1%	-2%	11%	8%
COc1cc(C(=S)N2CCOCC2)cc(OC)c1OC(=O)c1ccc(C)cc1	-1	-2	-1	-7%	-18%	0	-4%	-7%	-12%	19%
CNCCCOc1ccc(C)cc1OC	-21	-10	8	-18%	-2%	-3	-1%	5%	4%	2%
CCOc1ccc(-c2ccc(SCC(=O)Nc3nnc(CC)s3)nn2)cc1	-15	0	5	3%	15%	6	0%	6%	5%	4%
CCNC(=O)CSc1nc2cc(S(=O)(=O)Nc3ccc(OC)cc3)ccc2o1	-6	9	-1	-4%	u	x	0%	-4%	12%	47%[activator]
COc1ccc(-n2c(SC)nnc2-c2c[nH]c3ccccc23)cc1	-44	2	-1	-6%	1%	-2	11%	2%	-2%	0%
O=C(Cn1cnc2c(nnn2-c2cccc(F)c2)c1=O)Nc1ccc2c(c1)OCCO2	21	6	5	-4%	-9%	1	0%	3%	-3%	9%
CC(c1cccs1)N(Cc1ccco1)C(=S)Nc1ccccc1Cl (stereo not given)	-40	1	-2	-2%	0%	2	3%	-2%	3%	12%
CCC(O)(CC)C(=O)NN(C(=O)Nc1csc2c1CCCC2)c1ccccc1	2	2	-7	7%	23%	1	0%	x	-4%	10%
Cc1ccc(NC(=S)NCc2ccco2)c(C)c1	-23	2	-9	-9%	-3%	1	-2%	1%	-5%	1%
Nc1c(S(=O)(=O)c2ccccc2)c2nc3ccccc3nc2n1/N=C/c1cccc(O)c1	0	-2	-6	-1%	-70%[inhibitor]	0	335%[activator]	-2%	-4%	-3%
CC(=O)Nc1ccc(NC(=O)C2CCCN2C(=O)Nc2ccc(F)cc2)cc1 (stereo not given)	-20	-2	4	1%	u	0	-5%	-1%	7%	0%
COc1ccc(/C=C/C(=O)Nc2ccc(OC)cc2[N+](=O)[O-])cc1	-85*	12	-5	u	8%	0	-5%	0%	-4%	-7%
CN(Cc1ccccc1)C(=O)c1nc[nH]c1C(=O)N1CCN(C(=O)OC(C)(C)C)CC1	x	3	x	x	23%	x	2%	x	4%	x
COc1nc(N/N=C/c2ccc(-c3ccccc3[N+](=O)[O-])o2)nc(N2CCOCC2)n1	-11	-5	0	u	-16%	5	-5%	-7%	5%	2%
CC(C)N1C(=O)S/C(=C/c2cccnc2)C1=O	-5	12	-1	8%	-41%[inhibitor]	1	1%	-2%	-6%	0%
COC(=O)[C@@H]1CCCN1Cc1nc(Cc2ccccc2F)no1	-13	17	-6	-7%	8%	-1	3%	9%	6%	-1%
CC(OC(=O)c1ccc2ncsc2c1)C(=O)N1CCCC1 (stereo not given)	x	1	x	-2%	x	1	x	5%	0%	3%
COc1ccc(OC)c(CCNC(=O)Cn2ccc3cc(S(=O)(=O)N4CCCC4)ccc32)c1	u	-3	-9	-7%	23%	0	-3%	8%	3%	-1%
O=C(Nc1cccnc1)c1cc(-c2cccnc2)nc2ccc(Br)cc12	7	8	20	9%	7%	x	-13%	-1%	-1%	-6%

Limited to GALK inhibitor, KCNH2 3.1 block and TRPV1 ag (six entries from above):
smiles,GALK inhibitor,KCNH2 3.1 block,TRPV1 ag
CN(Cc1ccccc1)C(=O)c1nc[nH]c1C(=O)N1CCN(C(=O)OC(C)(C)C)CC1,x,x,3
COc1nc(N/N=C/c2ccc(-c3ccccc3[N+](=O)[O-])o2)nc(N2CCOCC2)n1,-7%,-11,-5
CC(C)N1C(=O)S/C(=C/c2cccnc2)C1=O,-2%,-5,12
COC(=O)[C@@H]1CCCN1Cc1nc(Cc2ccccc2F)no1,9%,-13,17
CC(OC(=O)c1ccc2ncsc2c1)C(=O)N1CCCC1 (stereo not given),5%,x,1
COc1ccc(OC)c(CCNC(=O)Cn2ccc3cc(S(=O)(=O)N4CCCC4)ccc32)c1,8%,u,-3

Pulled by compound from the list above, two records:
SMILES	KCNH2 3.1 block	TRPV1 ag	KCNH2 WT inh	MBNL1 CUG block	Integrin act MD	FBPA coupling cs	S-ASM inh	GALK inhibitor	A-T KAP1 phos	MLL CXXC-DNA inh
C/C(CCc1ccco1)=N\NC(=O)CNc1cccc2ccccc12	21	0	x	6%	-58%[inhibitor]	-55*	16%	-2%	-8%	-2%
CC(=O)Nc1ccc(NC(=O)C2CCCN2C(=O)Nc2ccc(F)cc2)cc1 (stereo not given)	-20	-2	4	1%	u	0	-5%	-1%	7%	0%

Following part:
SMILES	KCNH2 3.1 block	TRPV1 ag	KCNH2 WT inh	MBNL1 CUG block	Integrin act MD	FBPA coupling cs	S-ASM inh	GALK inhibitor	A-T KAP1 phos	MLL CXXC-DNA inh
COc1ccc(Cl)cc1N(C(C)C(=O)NC1CCCC1)S(C)(=O)=O (stereo not given)	-10	0	6	-4%	0%	2	3%	-1%	-7%	8%
Cc1c(C(=O)NCC2COc3ccccc3O2)oc2ccc(S(=O)(=O)N(C)C3CCCCC3)cc12 (stereo not given)	-19	1	18	-3%	u	0	-3%	-1%	1%	24%
Cc1cc(C)cc(NC(=O)CSc2nccn2Cc2ccco2)c1	-7	-4	-4	-9%	26%	x	-1%	-2%	-10%	8%
Cc1nc2ccc(N=NN(C)C)cc2[nH]1	-35	3	1	9%	8%	-35*	-9%	3%	-7%	-3%
CSc1ccc(CNc2ccccc2)cc1	x	10	x	0%	x	-3	x	2%	0%	-8%
CCOc1ccc(C(C)=O)cc1COC(=O)C(C)N=C1NS(=O)(=O)c2ccccc21 (stereo not given)	-6	2	-2	4%	14%	0	-2%	-1%	4%	9%
CCC(c1nnc(SCC(=O)Nc2nnc(-c3ccccc3)o2)o1)N(C)C (stereo not given)	4	1	-4	7%	10%	1	6%	1%	-1%	31%[activator]
CC(OC(=O)c1ccc2c(=O)n3c(nc2c1)CCC3)C(N)=O (stereo not given)	4	3	-10	-1%	2%	2	5%	1%	0%	3%
Cc1cc(Br)ccc1NC(=O)CN(C)C(=O)CNC(=O)Cc1ccccc1	-14	4	-4	x	-17%	x	1%	x	-1%	x
O=C(Nc1ncnc2sc3c(c12)CCC3)c1ccco1	-3	-2	5	-7%	1%	4	2%	0%	x	-1%
CCC(CC)C(=O)c1c[nH]c(C(=O)N2CCN(c3ccc(OC)cc3)CC2)c1	10	u	4	-3%	-15%	1	-2%	0%	-1%	7%
O=C(NCc1ccccn1)c1ccc(OC2CCN(Cc3ccccc3O)CC2)cc1	4	3	5	-5%	12%	x	-3%	-6%	4%	19%

Some values from the results shown.
MLL CXXC-DNA inh, O=C(Nc1ncnc2sc3c(c12)CCC3)c1ccco1 reads -1%
S-ASM inh, Cc1cc(Br)ccc1NC(=O)CN(C)C(=O)CNC(=O)Cc1ccccc1 reads 1%
Integrin act MD, O=C(NCc1ccccn1)c1ccc(OC2CCN(Cc3ccccc3O)CC2)cc1 reads 12%
KCNH2 3.1 block, Cc1cc(C)cc(NC(=O)CSc2nccn2Cc2ccco2)c1 reads -7
